Screens (PubChem BioAssay)
Wnt bcat act: Wnt/beta-catenin pathway activators, primary screen, cell-based, plate reader, single point; Wnt/beta-catenin reporter cell assay, activator; activation, % at 9.35 µM; 300,000 tested, 1.2% active; AID 743398, 2014; in the data active means activation above about 30%, passing the limit was not always enough;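 further: 0% = neutral control wells and 100% = positive control wells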
CAL PDZ FP-1: CAL PDZ peptide-binding inhibitors, primary screen, biochemical, fluorescence polarization, Cer-tagged CAL PDZ, HTS | inhibition, % at 20 µM | AID 504414, 2011 | 330,000 tested, 0.02% active | purified CAL PDZ, TMR-peptide fluorescence polarization, 1 h;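 active means highest replicate inhibition of at least 40%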;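 further: plate controls were DMSO neutral control wells for no effect and unlabeled competitor peptide control wells for full effect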
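System: purified tagged CAL PDZ domain construct (CerCALP). Schedule: 1 h incubation at room temperature before polarization reading. Medium: 25 mM sodium phosphate pH 7.4, 150 mM NaCl, TCEP, IgG, Thesit. Read-out: percent inhibition from loss of millipolarization. Measured by: FP readout, S and P plane fluorescence. Probe or stimulus: fluorescent TMR peptide probe.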
CDK5 p35 inh: inhibitors of human CDK5/p35 kinase, primary screen, biochemical, single concentration | AID 488839, 2010 | Recombinant CDK5/p35, ADP-Glo luminescence, 60 min | Cyclin-dependent kinase 5 (Homo sapiens) + Cyclin-dependent kinase 5 activator 1 (Homo … | inhibition, % at 10 µM | 330,000 tested, 0.01% active;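 active means highest replicate inhibition of at least 50% and at least 75% of replicates reaching 50%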;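 further: plate controls were DMSO neutral control for no effect and GW8510 at 10 µM for full effect; many of its hits are not listed in these tables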
MITF TRPM1 HTS: activators of MITF-driven TRPM1 promoter reporter, primary screen, cell-based, SK-MEL-5, luciferase, single point; SK-MEL-5 TRPM1-promoter luciferase, 24 h; % of positive control, neutral wells = 0; activation, % at 12.5 µM; 300,000 tested, 0.75% active; AID 588334, 2011;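 active means mean activation of at least 80% with every replicate also reaching 80%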;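 further: 0% = neutral control wells and 100% = parthenolide positive control wells; values of inactives mirror those of a sister screen read the other way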
CAL PDZ FP-2: untagged CAL PDZ binding inhibitors, primary screen, biochemical, fluorescence polarization, HTS; AID 602252, 2012; Golgi-associated PDZ and coiled-coil motif-containing protein (Homo sapiens), Q9HD26; 300,000 tested, 0.92% active; purified CAL PDZ, TMR-peptide fluorescence polarization, 1 h; inhibition, % at 24.9 µM;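 active means mean inhibition of at least 30% with at least half of replicates also reaching 30%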;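 further: 0% = DMSO neutral control and 100% = excess unlabeled competitor peptide PRC23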
Rtt109 HAT inh: inhibitors of C. albicans Rtt109/Vps75 HAT, primary screen, biochemical, ThioGlo CoA-SH fluorescence, plate reader | purified Rtt109/Vps75, 4 h | inhibition, % at 34.9 µM | 330,000 tested, 0.16% active | AID 540336, 2011;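 active means inhibition of at least 50% in every replicate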
Target sequence (Q5AAJ8 whole entry, looked up): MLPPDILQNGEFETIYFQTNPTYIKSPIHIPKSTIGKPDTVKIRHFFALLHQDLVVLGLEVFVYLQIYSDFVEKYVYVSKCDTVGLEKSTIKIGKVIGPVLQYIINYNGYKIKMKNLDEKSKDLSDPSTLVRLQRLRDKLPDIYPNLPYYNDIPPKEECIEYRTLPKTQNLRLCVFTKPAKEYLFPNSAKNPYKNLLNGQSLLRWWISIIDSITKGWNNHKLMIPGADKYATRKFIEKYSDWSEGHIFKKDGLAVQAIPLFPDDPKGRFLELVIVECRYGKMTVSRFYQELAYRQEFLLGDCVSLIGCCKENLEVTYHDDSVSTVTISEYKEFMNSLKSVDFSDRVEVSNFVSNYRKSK
V-ATPase pHluor: regulators of yeast V-ATPase proton pumping, primary screen, pHLuorin cytosolic pH fluorescence; 350,000 tested, 0.37% active; AID 504577, 2011; S. cerevisiae; response, % at 10 µM; in the data active means response mostly above about 7.3%, no sharp cut-off; inactive means mostly below about 5.4%; further: actives read high; inactives centre near 0; some compounds called inactive have numbers as strong as hits; reference of the scale not given here
Tat export inh: E. coli Tat export inhibitors, primary screen, MC4100, TorA-mCherry reporter, fluorescence, single point. inhibition, % at 10 µM. 340,000 tested, 0.036% active;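 active means mean replicate inhibition at least 50% and at least half of replicates individually reaching 50%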;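 further: exported cargo escapes ClpAP degradation while cytoplasmic cargo is degraded and loses fluorescence; 0% = median of neutral control wells and 100% = median of NaSCN control wells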
cardiac RTF act: cardiac RTF calcium sensitivity activators, primary screen, biochemical, IANBD-TnC fluorescence, EC20 calcium | Troponin I, cardiac muscle (Homo sapiens) + Troponin T, cardiac muscle (Homo sapiens) + … | IANBD-labeled TnC RTF fluorescence at EC20 calcium; 0% EC20 calcium, 100% full calcium | activation, % at 7.2 µM | 340,000 tested, 0.24% active | AID 493008, 2010;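 active means activation above the mean over all tested compounds plus 3 SD, cut at about 30% in these data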;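 further: rise in fluorescence read as greater calcium sensitivity of cardiac thin filaments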
dFosB activator: activators of delta FosB homodimer, primary screen, biochemical, fluorescence polarization, TAMRA-CDK5 oligo, single point; Protein FosB (Mus musculus), P13346; purified delta FosB; percent of positive-control signal above neutral wells; activation, % at 25 µM; 340,000 tested, 0.99% active;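 active means mean activation above about 17%, with every replicate also reaching it, limit read from the data, passing the limit was not always enough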;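 further: fluorescence polarization rise as delta FosB binds a TAMRA Cdk5 AP-1 oligo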
Target sequence (P13346 whole entry, looked up): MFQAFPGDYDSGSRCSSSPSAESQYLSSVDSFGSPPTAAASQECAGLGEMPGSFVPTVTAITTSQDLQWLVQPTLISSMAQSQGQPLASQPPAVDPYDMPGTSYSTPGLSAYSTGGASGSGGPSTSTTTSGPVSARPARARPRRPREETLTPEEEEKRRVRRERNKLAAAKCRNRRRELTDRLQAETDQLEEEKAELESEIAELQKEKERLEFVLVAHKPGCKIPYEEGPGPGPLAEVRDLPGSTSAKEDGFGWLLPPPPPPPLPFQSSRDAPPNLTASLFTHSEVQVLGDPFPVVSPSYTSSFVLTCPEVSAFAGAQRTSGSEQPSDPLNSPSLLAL
* hit, by the source's call; . = no result given; & = joins results of further samples. The order is random. Share with any hit: about 4.1%.

Wnt bcat act	CAL PDZ FP-1	CDK5 p35 inh	MITF TRPM1 HTS	CAL PDZ FP-2	Rtt109 HAT inh	V-ATPase pHluor	Tat export inh	cardiac RTF act	structure	dFosB activator
-7	-0.7	-1.5	-11	-1	-1	1	3	8	CCN(CC)C(=O)CSc1nnc(-c2cc3ccccc3cc2O)n1CC	-4
-1	-1.1	1.0	-2	-1	1	4	8	-3	Cc1ccc([N+](=O)[O-])c(OCCCN2CCC(Cc3ccccc3)CC2)c1	-4
45*	.	-1.0	58	1	10	0	8	5	Nc1c(-c2cccc(Cl)c2)cnc2c(-c3ccccc3)cnn12	2
4	0.2	0.6	18	-3	-7	0	0	6	CCOC(=O)N1CCC(=NNC(=O)c2ccccc2F)CC1	-2
-6	-0.6	-1.6	5	.	-5	1	0	1	CC1(c2ccc3c(c2)OCCCO3)NC(=O)N(CC(=O)Nc2cccc(C#N)c2)C1=O (stereo unspecified)	-9
4	0.3	0.1	6	-3	-15	2	-4	-3	COc1ccc(OC)c(S(=O)(=O)NCC(=O)O)c1	6
.	-1.8	1.1	-2	0	-1	0	-2	0	COc1cc(C(=O)N(Cc2cccnc2)Cc2cc3cc4c(cc3[nH]c2=O)OCCO4)cc(OC)c1OC	-10
-3	0.9	0.1	10	-1	10	1	6	-1	COc1ccc(N(CC(=O)NCCSCc2ccc(Cl)cc2)S(C)(=O)=O)cc1Cl	-9
5	-0.7	1.2	-7	7	4	-2	4	2	O=C(O)CC(NS(=O)(=O)c1ccc2c(c1)OCCO2)c1ccccc1[N+](=O)[O-] (stereo unspecified)	1
0	-2.2	0.1	.	.	-3	4	9	7	Cc1ccc(C(=O)Nc2scc(-c3ccccc3)c2C(=O)O)cc1	-12
2	-1.3	-0.9	-16	-2	21	-1	0	-6	C/C(=N\NC(=O)c1ccc(N)cc1)C1CC1	3
10	-1.9	-1.6	95*	2	-2	-5	10	-2	Cc1ccsc1/C=N/Nc1ccc(F)cc1F	4
.	0.0	-0.7	3	-5	-4	5	-4	-2	Cc1cccc(CCNC(=O)CCc2nc(-c3ccccc3F)no2)c1	-5
.	-0.4	2.6	12	-1	-6	0	1	3	Cc1cccc(-n2nc(C(=O)Nc3ccccc3)n3c(=O)cc(-c4ccccc4)nc23)c1	-4
37*	-1.5	-4.8	0	0	0	0	1	9	CN(C)CCN1C(=O)C(=O)/C(=C(/O)c2ccc3c(c2)OCCO3)C1c1ccccn1 (stereo unspecified)	3
-3	-2.0	1.1	1	.	15	-3	33	4	CCCCCCCCNC(=O)CCNC(=O)c1ccc(C(C)(C)C)cc1	-19
-3	0.3	0.3	-11	3	0	0	-12	-5	O=S(=O)(CC(O)(c1ccccc1)c1ccccc1)CC(O)(c1ccccc1)c1ccccc1	8
.	-1.1	-6.6	7	2	0	1	16	2	CC(=O)Nc1ccc(C(=O)OCC(=O)c2ccc(C)c([N+](=O)[O-])c2)cc1	2
1	-0.2	-0.3	-3	7	1	-3	0	6	CC(NS(=O)(=O)c1ccc(Cl)c(Cl)c1)C(=O)OCC(=O)N1CCCCCC1 (stereo unspecified)	-6
-1	0.7	-1.0	-2	6	-4	-2	-3	0	COc1ccc(C(=O)CN2CCN(c3ncccn3)CC2)cc1	1
-2	-0.1	1.0	-13	-2	.	8	-5	-1	CCOc1cc(C#N)ccc1OCC(=O)NNC(=O)CC1CCS(=O)(=O)C1 (stereo unspecified)	-5
-4	-0.3	-1.1	11	-2	-4	0	-1	-1	CC1CC(=O)N(CCc2ccccc2)C(=O)C1	-4
3	-0.4	1.2	-10	-5	2	1	-8	4	CC(C)CNC(=O)N1c2ccccc2Sc2ccccc21	2
0	-2.6	0.4	-3	4	7	0	1	-3	COc1ccc(Cc2nnc(NC(=O)c3cc(OC)c(OC)c(OC)c3)s2)cc1OC	-26
-2	-0.6	-0.6	-16	-4	15	-1	-2	-1	Cc1ccc(C(C)(C)NC(=O)C2CCC(=O)N(CC3CCCCC3)C2)cc1 (stereo unspecified)	-14
2	-2.4	0.4	-9	-3	-7	-3	-3	-7	O=C(Nc1ccc(Cl)c(Cl)c1)NC1CCS(=O)(=O)C1 (stereo unspecified)	2
-2	-0.2	1.3	18	-3	3	5	9	-5	COc1ccc(OC)c(NC(=O)COc2ccc3c(c2)CCC3)c1	-13
.	0.6	0.8	2	-2	-7	0	5	10	CC1CN(C(NC(=O)C(C)(C)C)C(Cl)(Cl)Cl)CC(C)O1 (stereo unspecified)	-3
-2&-2	0.4&0.9	-0.5&-0.5	-1&29	-3&-33	9&-45	4&0	4&9	-3&-5	CC[C@H](C)C(=O)O[C@H]1C[C@@H](C)C=C2C=C[C@H](C)[C@H](CC[C@@H]3C[C@@H](O)CC(=O)O3)[C@H]21	-7&-13
1	-1.8	0.3	-10	-4	-2	2	2	-6	O=C(CCC(=O)c1ccc(Cl)cc1)NCc1ccccc1	0

An excerpt from above, limited to CAL PDZ FP-2.
Structure,CAL PDZ FP-2
CCN(CC)C(=O)CSc1nnc(-c2cc3ccccc3cc2O)n1CC,-1
C/C(=N\NC(=O)c1ccc(N)cc1)C1CC1,-2
CCOC(=O)N1CCC(=NNC(=O)c2ccccc2F)CC1,-3

Additional results follow:
Wnt bcat act	CAL PDZ FP-1	CDK5 p35 inh	MITF TRPM1 HTS	CAL PDZ FP-2	Rtt109 HAT inh	V-ATPase pHluor	Tat export inh	cardiac RTF act	structure	dFosB activator
-2	0.4	-0.1	74	.	-4	-2	24	-2	CC(C)CN(C(=O)Cn1c(Cl)nc2c1c(=O)n(C)c(=O)n2C)C1CCS(=O)(=O)C1 (stereo unspecified)	8
3	-0.3	6.7	-44	0	1	3	-2	5	Cc1ccccc1N=CC1=C(O)c2ccccc2C1=O	-24
7	-2.7	-1.3	19	-2	-8	2	-3	-1	Cc1cc(C)n(CC(O)COc2ccccc2[N+](=O)[O-])n1 (stereo unspecified)	-6
1	0.0	0.4	-3	.	-7	-2	3	2	Cc1ccn2cc(CCNS(=O)(=O)c3ccc(F)c(C(F)(F)F)c3)nc2c1	-9
12	-0.4	-0.7	29	2	-4	-2	-12	-3	O=C(CC1CC2CCC1C2)NC1CCCCCCC1 (stereo unspecified)	-15
6	-0.2	0.1	-1	-1	22	1	3	-3	CC(=O)c1cccc(OCc2cc(C(=O)NC(C)Cc3cccnc3)no2)c1 (stereo unspecified)	-6
-4	-1.3	-1.5	-1	-2	6	1	5	4	Cc1ccc(C)c(S(=O)(=O)N2CCCC2CNC(=O)C(=O)NCCc2ccccc2)c1 (stereo unspecified)	2
.	-3.3	1.6	-7	1	-3	-3	13	-1	O=C(COC(=O)CNC(=O)c1ccc(Cl)cc1)Nc1ccc2c(c1)OCCO2	-4
.	-3.2	0.1	0	-3	17	-2	-9	3	COc1cccc(CNC(=O)C2CCN(C(=O)N(C)C)CC2)c1	-4
-5	-1.5	-0.5	6	6	9	1	-1	-9	Cc1n[nH]c(C)c1S(=O)(=O)N1CCCC(C(=O)Nc2nccs2)C1 (stereo unspecified)	-2
1	-2.2	.	-12	-2	8	-3	0	-5	Cc1cc(C(=O)N2CCCC(N3CCN(c4ccc(F)cc4)CC3)C2)c(C)o1 (stereo unspecified)	-5
1	0.4	0.8	6	-1	1	5	-8	-3	Cc1cc(NC(=O)CSc2nnc(-c3ccco3)n2C)no1	0
4	-0.6	0.0	11	18	3	3	-4	2	Cc1cc(=O)oc2cc3c(cc12)OCCO3	-5
-1	-1.5	-0.3	7	3	-1	-1	-3	.	Fc1ccccc1Cc1noc(CN2CCC(OCc3cccnc3)CC2)n1	-1
6	-3.2	-2.3	6	-11	-6	6	-1	5	CC#CC[N+](C)(C)CC(=O)c1ccccc1	-7
-3	0.0	0.9	-2	-7	-3	6	-2	6	O=C(NCC(=O)N1CCN(S(=O)(=O)c2cccc(F)c2)CC1)c1ccc(Br)o1	2
0	-1.7	-0.7	10	-1	-4	-1	3	-2	Cc1ccc(CN2C(=O)N/C(=C\c3ccc(-c4ccc(C(=O)O)cc4C)o3)C2=O)cc1	-10
1	-1.4	-0.3	1	3	-10	0	-2	.	CC1CCCC(C)N1C(=O)Cn1cc(C#N)c2ccccc21 (stereo unspecified)	-3
0	0.2	0.1	-3	-1	6	-3	-4	-3	CC(NC(=O)C(C)N1CCN(S(=O)(=O)c2ccccc2)CC1)c1ccccc1 (stereo unspecified)	-4
28	0.0	-2.5	51	-1	-3	-2	2	9	Fc1ccc(CSc2nnc(-c3ccco3)o2)cc1	-9
2	0.1	-0.7	2	-5	-11	-1	2	5	Cc1ccc2nc(N(CCCN(C)C)C(=O)c3ccc(S(=O)(=O)N(C)C)cc3)sc2c1	2

An excerpt from above in order of their number in MITF TRPM1 HTS, high to low.
SMILES | Wnt bcat act | CAL PDZ FP-1 | CDK5 p35 inh | MITF TRPM1 HTS | CAL PDZ FP-2 | Rtt109 HAT inh | V-ATPase pHluor | Tat export inh | cardiac RTF act | dFosB activator
Cc1cc(NC(=O)CSc2nnc(-c3ccco3)n2C)no1 | 1 | 0.4 | 0.8 | 6 | -1 | 1 | 5 | -8 | -3 | 0
COc1cccc(CNC(=O)C2CCN(C(=O)N(C)C)CC2)c1 | . | -3.2 | 0.1 | 0 | -3 | 17 | -2 | -9 | 3 | -4
CC(NC(=O)C(C)N1CCN(S(=O)(=O)c2ccccc2)CC1)c1ccccc1 (stereo unspecified) | 0 | 0.2 | 0.1 | -3 | -1 | 6 | -3 | -4 | -3 | -4
